IMP-1 inh: IMP-1 metallo-beta-lactamase inhibitors, primary screen, biochemical, epi-absorbance readout, Pseudomonas aeruginosa enzyme; purified IMP-1, nitrocefin hydrolysis, epi-absorbance fluorescence; inhibition, % at 5.6 µM; 0.45% of 290,000 active;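 active = inhibition above the mean plus 3 SD of all compounds in the same screening run, cut at about 4.5% in these data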;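 also: 0% = IMP-1 with DMSO and 100% = DMSO wells lacking enzyme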
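system = purified recombinant IMP-1 beta-lactamase | amount = 0.2 nM IMP-1, as dispensed | medium = HEPES buffer pH 7.1 with ZnSO4 and Brij 35 | times = 25 °C, 15 min preincubation, 25 min reaction | detection = plate fluorescence quenching by hydrolysis product, ex 480/em 530 nm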
FID counter: compounds displacing fluorescent DNA intercalator, primary screen, artefact control for HCV NS3 helicase inhibitor project, biochemical, FID fluorescence; DNA fluorescent intercalator displacement; inhibition, % at 7.9 µM; AID 1845, 2009; 0.17% of 290,000 active; in the data active = inhibition above about 37%;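 also: 0% = vehicle and 100% = reference compound; higher means more ethidium bromide displaced from hairpin DNA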
VIM-2 inhibitor: VIM-2 metallo-beta-lactamase inhibitors, primary screen, biochemical, epi-absorbance readout, Pseudomonas aeruginosa enzyme | AID 1527, 2009 | 0.89% of 290,000 active | inhibition, % at 5.6 µM | purified VIM-2, nitrocefin hydrolysis, epi-absorbance fluorescence;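 active = inhibition above the mean of all tested compounds plus 3 SD, cutoff set per screening run, cut at about 7.5% in these data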;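 also: red hydrolysis product quenches plate fluorescence so inhibitors raise well fluorescence; 0% = enzyme with DMSO and 100% = DMSO without enzyme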
SUMO HTRF inh: inhibitors of in vitro SUMOylation cascade, primary screen, biochemical, HTRF, uHTS. 0.36% of 290,000 active. SUMO-conjugating enzyme UBC9 (Homo sapiens), P63279. HTRF SUMOylation assay, SAE1/SAE2 + UBC9. inhibition, % at 35 µM; in the data active = inhibition above about 50%, passing the limit was not always enough; inconclusive = no clear call, values can overlap the other calls; also: strong numbers were not always called active
MEKK3 PB1 HTS: modulators of MEKK3-MEK5 PB1 binding, primary screen, biochemical, wildtype MEKK3, multiplex bead flow cytometry, Alexa488-MEK5; Mitogen-activated protein kinase kinase kinase 3 (Homo sapiens), Q99759; bead-based flow cytometry, Alexa488-MEK5 binding to MEKK3; actives lie on both sides; 0 = blocked by unlabeled MEK5, 100 = vehicle; binding response (% of control), % at 10 µM; 1.4% of 290,000 active; AID 1529, 2009;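 active = binding response more than 3 SD above or below the average of its plate-row segment, actives on both sides; inconclusive = wells at one plate position flagged as instrument error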;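 also: Alexa488 bead fluorescence after subtracting the streptavidin-only scavenger bead signal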
PHOSPHO1 inh: PubChem AID 1565; Phosphoethanolamine/phosphocholine phosphatase (Homo sapiens), Q8TCT1; recombinant PHOSPHO1, absorbance phosphatase assay; inhibition, % at 13.3 µM; 1.1% of 290,000 active; in the data active = inhibition above about 60%
IDE act: human IDE activators in live cells, primary screen, fluorescence polarization, HEK cells, FAbeta-B substrate; FAbeta-B cleavage; 0% vehicle, 100% cell-free pure enzyme wells; Insulin-degrading enzyme (Homo sapiens), P14735; activation, % at 5.96 µM; 0.073% of 340,000 active;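 active = activation above the mean of all tested compounds plus 3 SD, set per screening campaign, cut at about 17% in these data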
HCV NS3 hel inh: inhibitors of HCV NS3 helicase, primary screen, biochemical, Cy5 molecular beacon fluorescence | inhibition, % at 10.9 µM | 0.56% of 290,000 active | Hepatitis C virus NS3 helicase | NS3 helicase DNA unwinding;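 active = inhibition above the mean of all tested compounds plus 3 SD, set per campaign, cut at about 35% in these data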;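 also: 0% = DMSO wells and 100% = thioflavine S control wells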
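Assay system – hepatitis C virus NS3 helicase domain fragment enzyme · Buffer or medium – MOPS pH 6.5, MgCl2, DTT, Tween20, BSA · Reagent – Cy5/quencher beacon DNA duplex and ATP to start · Compound – single 10.9 µM dose · Timing – 1 h at 25 °C · Technique – Cy5 beacon fluorescence read at start and 1 h · Measure – % inhibition of unwinding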
p-CIP stab down: p/CIP-EGFP fusion destabilizers, primary screen, fluorescence, F442A cells | Q05BA5 | 16 h | decrease of EGFP signal, % at 10 µM | 0.01% of 290,000 active;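 active = EGFP signal decrease of at least 30% at 10 µM or well 3 SD below plate mean, unless failing retest; inactive = the rest, including hits failing retest or dose response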; also: some compounds called inactive have numbers as strong as hits; many of its hits are not listed in these tables
Target sequence (Q05BA5 1-1403): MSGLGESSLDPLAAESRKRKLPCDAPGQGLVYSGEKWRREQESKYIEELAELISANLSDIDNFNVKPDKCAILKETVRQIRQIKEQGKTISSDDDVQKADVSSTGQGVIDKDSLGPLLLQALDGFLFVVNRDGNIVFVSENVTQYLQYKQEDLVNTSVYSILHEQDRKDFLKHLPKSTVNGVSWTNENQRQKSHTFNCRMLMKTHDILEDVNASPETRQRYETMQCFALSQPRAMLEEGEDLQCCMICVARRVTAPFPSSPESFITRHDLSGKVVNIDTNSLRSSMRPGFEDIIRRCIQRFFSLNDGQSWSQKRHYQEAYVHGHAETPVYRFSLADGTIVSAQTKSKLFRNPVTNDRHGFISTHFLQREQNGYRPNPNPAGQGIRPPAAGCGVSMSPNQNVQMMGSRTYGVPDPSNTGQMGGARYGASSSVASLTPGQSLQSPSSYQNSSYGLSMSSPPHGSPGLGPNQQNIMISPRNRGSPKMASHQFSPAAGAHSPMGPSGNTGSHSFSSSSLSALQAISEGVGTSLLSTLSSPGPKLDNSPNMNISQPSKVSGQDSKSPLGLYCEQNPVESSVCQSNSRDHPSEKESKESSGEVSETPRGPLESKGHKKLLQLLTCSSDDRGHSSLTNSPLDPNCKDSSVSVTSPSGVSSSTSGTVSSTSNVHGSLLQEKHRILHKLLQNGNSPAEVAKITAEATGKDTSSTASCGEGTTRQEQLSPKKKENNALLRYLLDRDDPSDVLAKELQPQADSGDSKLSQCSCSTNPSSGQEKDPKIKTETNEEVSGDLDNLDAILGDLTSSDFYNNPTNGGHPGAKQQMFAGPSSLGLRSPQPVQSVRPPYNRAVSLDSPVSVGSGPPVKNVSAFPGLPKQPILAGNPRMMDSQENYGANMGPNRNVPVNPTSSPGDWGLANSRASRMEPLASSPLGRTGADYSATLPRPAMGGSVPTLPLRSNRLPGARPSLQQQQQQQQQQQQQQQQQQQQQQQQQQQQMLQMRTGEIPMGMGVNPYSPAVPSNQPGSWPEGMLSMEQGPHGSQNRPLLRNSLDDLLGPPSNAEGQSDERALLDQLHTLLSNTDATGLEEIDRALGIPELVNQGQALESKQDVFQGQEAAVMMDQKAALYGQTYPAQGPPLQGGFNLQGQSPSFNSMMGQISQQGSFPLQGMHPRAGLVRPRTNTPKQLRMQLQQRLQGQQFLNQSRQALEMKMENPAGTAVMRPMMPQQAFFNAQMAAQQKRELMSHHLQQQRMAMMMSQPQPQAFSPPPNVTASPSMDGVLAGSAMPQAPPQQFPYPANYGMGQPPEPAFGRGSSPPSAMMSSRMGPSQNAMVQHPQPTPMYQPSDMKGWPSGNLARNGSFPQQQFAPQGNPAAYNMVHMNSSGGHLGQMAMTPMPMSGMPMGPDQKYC
* hit, by the source's call; ? = inconclusive; / = not tested or not shown. Some of the compounds tested, so the mix of outcomes need not match the whole.

Compound,FID counter,IMP-1 inh,PHOSPHO1 inh,p-CIP stab down,VIM-2 inhibitor,SUMO HTRF inh,IDE act,MEKK3 PB1 HTS,HCV NS3 hel inh
CC(/C=N/n1c(-c2cc(C)[nH]n2)n[nH]c1=S)=C\c1ccco1,-19,1.3,36,2,-1.1,15,5,74,45*
Cc1ccc(C)c(OCC(=O)Nc2ccccc2C(=O)N2CCN(C)CC2)c1,6,-1.3,38,5,-1.4,8,4,103,-15
CCOc1ccc(/C=C2\SC(=O)N(CCNC(=O)CN3C(=O)NC4(CCCC4)C3=O)C2=O)cc1OC,-33,-0.9,14,-13,1.5,14,5,98,-1
CC(C)OCCCn1c(=O)c2ccccc2n2c(CCC(=O)O)nnc12,-9,-4.5,31,-8,-1.4,22,5,103,9
COc1ccccc1Nc1ncc(C(=O)Nc2ccc(OC)c(OC)c2)c2ccccc12,2,-3.4,14,5,-2.2,21,6,110,18
Cc1ccc(NC(=O)c2cnn(-c3ccccc3)c2NC(=O)c2ccco2)cc1,-15,-1.5,-23,-6,-2.6,-8,6,105,-2
CC(=O)Nc1ccc(S(=O)(=O)Nc2ccc3c(c2)OCCO3)cc1Cl,-3,-4.7,13,-29,-3.6,1,/,95,7
CCOc1ccc(NC(=O)Cn2cc(C(=O)CC)c3ccccc32)cc1,-8,-2.0,38,-4,-0.9,2,-3,103,-3
N#CC[C@H](Cc1ccccc1)N1CCN(CCc2ccccc2)CCC1=O,0,-2.1,-2,-12,0.6,7,-2,102,1
O=C(O)C1CCN(C(=O)CSc2nc3ccccc3s2)CC1,-7,-0.6,4,-7,2.0,12,-1,92,3
CCOc1ccc(N2CC(C(=O)Oc3ccccc3)CC2=O)cc1 (configuration not stated),-16,-2.3,/,/,-2.9,/,1,85,10
COC(=O)CCC(=O)Nc1ccc(S(=O)(=O)N2CCc3ccccc32)cc1,-9,-5.5,36,-3,-0.5,-5,-2,104,-10
COc1ccc2nc(SCc3cccc(C)c3)nc(C)c2c1,-1,-5.0,-14,-11,-1.1,-18,3,101,-10
COc1cc(C(=O)c2c(C)c(CCC#N)n3ccccc23)cc(OC)c1OC,-13,-2.4,23,14,0.1,10,5,102,-10
CCn1nc(C)cc1C(=O)N1CCCC(N(C)CCc2ccc(OC)c(OC)c2)C1 (configuration not stated),-1,2.1,37,-5,1.3,-6,8,98,5
CCOC(=O)c1cnc(SC)nc1Oc1cccc(NS(=O)(=O)c2ccc(C)cc2)c1,3,-2.8,21,-10,-1.1,15,4,92,-2
CCN(CC)S(=O)(=O)c1ccc(NC(=S)NC(=O)C2CCC2)cc1,-14,1.6,/,-2,-1.5,8,-5,97,6
Cc1cc(SCc2ccc(C(F)(F)F)cc2)nc(=O)[nH]1,-16,-1.6,-27,-4,-4.6,/,5,99,-2
CCOC(=O)c1c(N)sc(C(=O)N(C)C)c1C,-2,-3.2,1,10,-1.8,-2,0,100,-1
CCOC(=O)C1(CCOC)CCN(Cc2ccc(C3CCCCO3)s2)CC1 (configuration not stated),8,0.0,14,-8,-0.2,12,3,81,0
CCOC(=O)c1c(NC(=O)COC(=O)Cn2c(C)nc3ccccc32)sc2c1CCCC2,-1,-4.8,-22,6,0.1,-33,1,105,12
O=C(CSc1nnc(CNc2ccc(F)cc2)n1-c1ccccc1)N1CCOCC1,-21,-3.8,-6,-32,-2.2,-22,2,86,-3
CCOc1ncccc1C(=O)N1CCCSC1=Nc1ccccc1OC,-9,-1.1,13,-5,-0.3,1,8,101,0
CC(=O)N1CCc2cc(S(=O)(=O)CCC(=O)Nc3cc(C)cc(C)c3)ccc21,-23,-1.1,22,2,-0.1,5,6,96,6
C=CCn1c(SCC(=O)Nc2ccccc2F)nnc1C(C)NC(=O)c1ccccc1F (configuration not stated),-27,-2.6,33,-6,1.4,-2,1,98,1
Cn1cc(CN2CCN(CCc3ccccc3)C(CCO)C2)cn1 (configuration not stated),-1,-2.7,32,-8,-1.9,8,4,93,0
O=C(Nc1nc2ccc(S(=O)(=O)N3CCCCC3)cc2s1)c1cccnc1,-16,-2.8,26,-10,-3.0,20,-3,107,-1
CS(=O)(=O)N(Cc1ccccc1)c1ccc(C(=O)N2CCc3ccccc3C2)cc1,-36,-1.8,57,-3,-1.9,20,-6,98,-15
COc1cccc(CN2CCSCC2)c1,1,-4.6,15,-15,-2.6,24,-1,100,6
CCCn1c(N)c(CC)c(=O)[nH]c1=O,-3,-2.1,33,4,-2.8,6,2,107,3
Cc1cccn2c(CN3CCSCC3)c(C(=O)N3CCOCC3)nc12,-2,-3.5,23,-5,-2.3,11,-4,106,-4
O=C(C1CCCN1S(=O)(=O)c1ccc(Cl)cc1)N1CCOCC1 (configuration not stated),3,-0.8,-20,4,-2.5,-12,4,97,-6
C=CCn1c(C(C)NC(=O)c2cccc(C)c2)n[nH]c1=S (configuration not stated),-5,-3.9,-34,5,-1.7,-17,0,101,-5
CCCOc1ccc(C(=O)CCCC(=O)c2ccc(OCCC)cc2)cc1,-13,-0.7,45,5,-0.1,-9,-1,95,-1
Cc1nn(-c2ccccc2)c2nc(=O)n(-c3ccccc3)cc12,-9,-3.1,7,4,-2.0,11,0,108,-1
N=C(N)SCP(=O)(c1ccccc1)c1ccccc1,0,-0.9,24,-12,0.1,13,3,91,-8
CCC(C)c1ccccc1N1CC(C(=O)Nc2cccc(S(=O)(=O)N3CCOCC3)c2)CC1=O (configuration not stated),-39,-1.0,37,-6,-1.8,8,-2,110,-17
O=C1NCCCN1Cc1ccc(F)cc1,-1,-2.9,5,-12,-3.2,16,1,105,-4
CC(C)CC(NS(=O)(=O)c1ccc2[nH]c(=O)c(=O)[nH]c2c1)C(=O)O (configuration not stated),2,-1.5,27,-4,-2.1,14,8,97,-13
Cc1cccc(NC(=O)Cc2cccs2)n1,-2,-2.4,5,-2,-2.9,9,7,111,6
COc1ccc(-n2nc(C(=O)NCC(=O)NCCCN3CCOCC3)c3ccccc3c2=O)c(OC)c1,4,-2.0,24,-8,-3.2,18,3,101,12
CC(C)NC(=O)/C(=C/c1cn(-c2ccccc2)nc1-c1cccc([N+](=O)[O-])c1)NC(=O)c1ccccc1,1,-1.5,7,3,-0.5,-19,1,101,0
C=CCOc1ccc(CNC(C)(C)CO)cc1OC,-1,-3.1,20,-7,-3.2,31,6,/,-1
CCOc1ccc(C(=O)c2cc3ccc(O)cc3oc2=O)cc1,-19,-3.3,-15,4,-0.6,7,6,92,0
O=C(NCc1cccnc1)c1nc(-c2cccs2)no1,0,-1.6,29,-1,-0.2,8,-1,102,-6
COc1ccccc1-n1cnnc1SCC(=O)c1cc(C)n(Cc2cccs2)c1C,-36,4.1,63*,1,-0.2,9,3,102,-11
CC(C)NCC(O)Cn1c2c(c3ccccc31)CCc1c-2cnn1-c1ccccc1 (configuration not stated),25,0.2,-9,-8,2.3,15,12,110,-93
COc1ccc(C(=O)NCc2ccccc2OC)c(OC)c1,-7,-3.7,12,-6,-3.5,7,5,98,-13
CCN(CC)CCN(C(=O)/C=C/c1cccs1)c1nc2ccc(Cl)cc2s1,28,0.1,33,-12,2.5,10,6,103,-41
COC(CNC(=O)c1ccc(N2CCC3(CC2)OCCO3)c([N+](=O)[O-])c1)OC,-8,-3.2,0,0,-6.2,-17,1,100,13
O=C(CSCCc1ccccn1)Nc1cccnc1Cl,0,-4.3,8,-5,-5.2,7,-7,103,5
CC(C)CC(=O)NC(=S)Nc1nc(-c2ccc(Cl)cc2)cs1,0,-4.4,1,-11,-2.6,1,-2,155*,13
Cc1cc(NC(=O)c2cc(-c3ccco3)on2)nn1Cc1ccc(Cl)cc1,-4,1.1,36,3,-4.3,-3,4,/,-1
CCCCC(=O)Nc1cccc(-c2cn3ccccc3n2)c1,-11,-2.0,9,-10,-2.2,34,-2,106,2
OC1CCN(Cc2cccc3ccccc23)CC1,2,-2.2,22,-4,-2.7,20,4,100,-4
COc1ccccc1CNC(=O)c1sccc1C,-5,-4.0,17,-3,0.2,-4,4,102,-2
Cc1ccccc1CC(=O)NCc1cccnc1,1,-2.0,29,-17,-2.3,16,-1,106,-2
CC1Cc2ccccc2N1C(=O)Cn1nc(C(=O)O)c2ccccc2c1=O (configuration not stated),-16,-5.4,17,0,0.7,0,3,98,15
O=C(CCc1ccccc1)N=C1SC2CS(=O)(=O)CC2N1c1ccc(F)cc1 (configuration not stated),-18,-2.4,14,-10,-1.8,2,-1,102,1
COc1cccc(CC(=O)NC2CCCN(Cc3ccccc3F)C2)c1 (configuration not stated),-7,-2.9,8,-5,-1.5,5,1,101,-1

Following part.
Compound,FID counter,IMP-1 inh,PHOSPHO1 inh,p-CIP stab down,VIM-2 inhibitor,SUMO HTRF inh,IDE act,MEKK3 PB1 HTS,HCV NS3 hel inh
CCCC(=O)Nc1nc(C)c(C(C)=O)s1,-10,-1.7,18,-7,-1.8,2,2,95,-4
Cc1nc2c(Cl)cc(Cl)cc2[nH]1,-1,-1.3,7,-3,-1.8,6,0,89,-3
Cc1ccc(NC(=O)CCn2c(=S)oc3ccccc32)cc1,-3,-2.5,6,-4,-5.5,16,-2,100,9
COc1ccc(N(CC(=O)NCc2ccccc2OC)S(=O)(=O)c2ccc(C)cc2)cc1Cl,-56,-2.4,33,-15,-1.6,-6,3,97,-20
CC(C)N1CCN(Cc2cc(F)ccc2-n2cccn2)CC1CCO (configuration not stated),2,-2.1,-15,0,0.0,5,5,103,-2
CC(=O)Nc1ccc(NC(=O)CC2Nc3cccc4cccc(c34)NC2=O)cc1 (configuration not stated),-20,-1.7,-10,-13,0.4,?,-4,/,46*
Cc1ccc(S(=O)(=O)NNC(=O)C2CCN(S(=O)(=O)c3ccc(C)cc3)CC2)cc1,-25,0.0,16,-2,1.6,0,3,99,1
O=C(NO)c1ccccc1C(F)(F)F,0,-1.3,4,-9,-0.4,8,1,60,13

Nothing new here: entries from further up.
Compound,FID counter,IMP-1 inh,PHOSPHO1 inh,p-CIP stab down,VIM-2 inhibitor,SUMO HTRF inh,IDE act,MEKK3 PB1 HTS,HCV NS3 hel inh
Cc1ccc(S(=O)(=O)NNC(=O)C2CCN(S(=O)(=O)c3ccc(C)cc3)CC2)cc1,-25,0.0,16,-2,1.6,0,3,99,1
O=C(NO)c1ccccc1C(F)(F)F,0,-1.3,4,-9,-0.4,8,1,60,13

High-throughput results as filed in PubChem BioAssay.
